Source: PubChem BioAssay (several laboratories)
HPDE-C7 cytotoxicity – cytotoxicity in HPDE-C7 cells, cell-based, fluorescence, HTS (AID 430) | cytotoxicity, % at 10 µM; hits with a dose series show EC50 in µM | HPDE-C7 pancreatic duct cells viability, fluorescence; higher % means a stronger effect | actives 1.8% (n = 63,000);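 note: cells exposed to compound for 48 hours before viability readout; 0% = vehicle and 100% = reference cytotoxic drug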
KRASV12 cytotoxicity – viability loss of HPDE-C7K cells – cell-based, fluorescence, HTS, primary screen (AID 431); HPDE-C7K KRASV12 cells, Alamar Blue viability, 48 h; higher % means a stronger effect; cytotoxicity, % at 10 µM, or EC50 in µM where a hit was titrated; actives 1.7% (n = 63,000);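 active = compounds whose percent cytotoxicity in the single-dose primary screen, scaled between solvent and toxic-drug controls, exceeds 50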;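 note: 0% = DMSO solvent wells and 100% = doxorubicin-treated wells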
Bfl-1 inhibitors – displacement of Bid BH3 peptide from Bfl-1 – biochemical, fluorescence polarization, FITC-Bid, mouse, primary screen (AID 432) | FITC-Bid BH3 peptide fluorescence polarization displacement; higher % means a stronger effect | actives 0.02% (n = 64,000) | one-dose displacement, % at 20 µM; IC50 in µM for titrated hits; in the data active = a potency from the dose series; inactive = the rest, 99 in 100 with displacement below about 15%; note: strong numbers were not always called active
Alkaline phosphatase – inhibition of tissue-nonspecific alkaline phosphatase – biochemical, luminescent (AID 518); purified TNAP enzyme, luminescent substrate readout; higher % means a stronger effect; inhibition, % at 20 µM; hits with a dose series show IC50 in µM; actives 0.09% (n = 64,000); in the data active = a potency from the dose series; inactive = the rest, 99 in 100 with inhibition below about 22%;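 note: plate controls were vehicle for no effect and reference inhibitor for full effect; many of its hits are not listed in these tables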
Spn PMK inh – S. pneumoniae PMK inhibition. purified PMK, PK/LDH-coupled NADH absorbance 340 nm. inhibition, % at 10 µM. actives 0.49% (n = 65,000);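 active = top-ranked compounds by inhibition in the single 10 µM screen, taking a fixed number of the strongest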;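 note: 0% = full reaction with DMSO carrier and 100% = background rate without enzyme reaction; no value below 0 was filed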
Spn DPM-DC inh – inhibitors of Streptococcus pneumoniae diphosphomevalonate decarboxylase; purified DPM-DC, PK/LDH coupled NADH fluorescence; calls only at 10 µM; actives 0.49% (n = 65,000); AID 556;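 active = the 320 compounds with the highest percent inhibition in the single-dose primary screen, excluding strongly autofluorescent ones, cut at about 32% in these data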;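 note: kinetic rate of NADH fluorescence loss reporting ADP formed by the decarboxylase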
MK inhibit – inhibitors of Streptococcus pneumoniae mevalonate kinase | actives 0.48% (n = 65,000) | purified MK, PK/LDH-coupled NADH absorbance 340 nm | AID 555 | inhibition, % at 10 µM;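 active = ranked among the strongest by inhibition in the single 10 µM screen, a fixed top-ranked set picked for dose follow-up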; note: no value below 0 was filed
LYP inhibition – inhibition of human PTPN22 tyrosine phosphatase – biochemical, DiFMUP fluorescence, recombinant catalytic domain, 10 µM, primary screen (AID 606) | inhibition, % at 10 µM; hits with a dose series show IC50 in µM | 52,000 tested, under 10 active | recombinant LYP catalytic domain, DiFMUP fluorescence; higher % means a stronger effect;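 active = IC50 under 40 µM in the dose-response test; inactive = IC50 of 40 µM or more, or never dose-tested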
HT1080 cytotoxicity – cytotoxicity in HT1080 fibrosarcoma cells, cell-based, fluorescence readout (AID 620); HT1080 viability, fluorescence; higher % means a stronger effect; cytotoxicity, % at 10 µM; hits with a dose series show EC50 in µM; actives 0.42% (n = 87,000);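 note: cells exposed to compound overnight then 4 h with Alamar Blue; 0% = vehicle DMSO and 100% = killing control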
Spn PMK inh pilot replicates – recorded beside Spn PMK inh, whose call it bears; inhibition, %; measured here: pilot screen replicates
MK inhibit pilot replicates – also measured in MK inhibit; calls as there; inhibition, %; measured here: pilot screen replicates
Spn DPM-DC inh pilot screen % – also measured in Spn DPM-DC inh; calls as there; inhibition, %; measured here: pilot screen trials
Active calls of the source: *; i = inactive; . = not tested or not shown. Cut-off read from the data, not from the text of the source, unless noted: active = cytotoxicity above about 50%; inactive = the rest.

Start of the listing, in advance (13 entries):
SMILES | HPDE-C7 cytotoxicity | KRASV12 cytotoxicity | Bfl-1 inhibitors | Alkaline phosphatase | Spn PMK inh | Spn DPM-DC inh | MK inhibit | LYP inhibition | HT1080 cytotoxicity | others
COc1cc(C)c(S(=O)(=O)N2CCOCC2)cc1C(C)C | -10% | -10% | 5% | 6% | 3 | i | 4 | -2% | 5%
CCCCCn1c(=N)n(CC(O)COc2ccccc2OC)c2ccccc21 (stereo not drawn) | 5% | 4% | 2% | -3% | 9 | i | 5 | 0% | 11%
Cc1ccc(C(C(=O)NCc2ccco2)N(C(=O)Cn2nnc3ccccc32)c2ccccc2)o1 (stereo not drawn) | 6% | 20% | -2% | 10% | 13 | i | 12 | 4% | 11%
CCCCCCn1c(=O)c(-c2nc3ccccc3c(=O)[nH]2)c(O)c2ccccc21 | . | . | 0% | 14% | 9 | i | 3 | -7% | 25%
Cc1ccc(S(=O)(=O)/C(C#N)=C/c2c(N3CCN(C)CC3)nc3c(C)cccn3c2=O)cc1 | 10% | -4% | 7% | 16% | 9 | i | 0 | -2% | 10%
COc1cc(C2c3sc(=O)[nH]c3SC3C4CCC(C4)C23)ccc1O (stereo not drawn) | -11% | -21% | -20% | 5% | 0 | i | 8 | . | 29%
CC1Cc2ccccc2N1C(=O)CN1CCc2ccccc2C1 (stereo not drawn) | 4% | 8% | 1% | 1% | 4 | i | 11 | . | 7%
Cc1ccc(S(=O)(=O)N2CCN(C(=O)CCC(=O)OCC(=O)Nc3cccc(C#N)c3)CC2)cc1 | -18% | -8% | -13% | 1% | 0 | i | 0 | . | 0%
CCCCN(CC)CCCNC(=O)c1cc2c(=O)n(C)c3ccccc3c2n1C | 1% | 10% | -2% | 14% | 8 | i | 10 | . | 8% | Spn PMK inh pilot replicates=2.5;MK inhibit pilot replicates=0.0;Spn DPM-DC inh pilot screen %=4.0
O=C1CCCC2=C1C1(CCCCC1)N=C(Nc1nc3ccccc3s1)N2 | 4% | -8% | 1% | 7% | 7 | i | 14 | 1% | 4%
c1cncc(-c2nc(N3CCCCCC3)c3ccccc3n2)c1 | . | . | -6% | 8% | 11 | i | 7 | -6% | -13%
O=C1c2ccccc2C(=O)N1OCc1ccccc1 | 4% | -8% | -9% | 10% | 2 | i | 0 | 13% | -10% | Spn PMK inh pilot replicates=5.5;MK inhibit pilot replicates=0.0;Spn DPM-DC inh pilot screen %=2.0
Nc1nc2n(n1)C(c1ccco1)CC(c1ccc(Cl)cc1)N2 (stereo not drawn) | -13% | -8% | -4% | 5% | 0 | i | 0 | 2% | 2%

All compounds of this part, repeating the preview:
SMILES | HPDE-C7 cytotoxicity | KRASV12 cytotoxicity | Bfl-1 inhibitors | Alkaline phosphatase | Spn PMK inh | Spn DPM-DC inh | MK inhibit | LYP inhibition | HT1080 cytotoxicity | others
COc1cc(C)c(S(=O)(=O)N2CCOCC2)cc1C(C)C | -10% | -10% | 5% | 6% | 3 | i | 4 | -2% | 5%
CCCCCn1c(=N)n(CC(O)COc2ccccc2OC)c2ccccc21 (stereo not drawn) | 5% | 4% | 2% | -3% | 9 | i | 5 | 0% | 11%
Cc1ccc(C(C(=O)NCc2ccco2)N(C(=O)Cn2nnc3ccccc32)c2ccccc2)o1 (stereo not drawn) | 6% | 20% | -2% | 10% | 13 | i | 12 | 4% | 11%
CCCCCCn1c(=O)c(-c2nc3ccccc3c(=O)[nH]2)c(O)c2ccccc21 | . | . | 0% | 14% | 9 | i | 3 | -7% | 25%
Cc1ccc(S(=O)(=O)/C(C#N)=C/c2c(N3CCN(C)CC3)nc3c(C)cccn3c2=O)cc1 | 10% | -4% | 7% | 16% | 9 | i | 0 | -2% | 10%
COc1cc(C2c3sc(=O)[nH]c3SC3C4CCC(C4)C23)ccc1O (stereo not drawn) | -11% | -21% | -20% | 5% | 0 | i | 8 | . | 29%
CC1Cc2ccccc2N1C(=O)CN1CCc2ccccc2C1 (stereo not drawn) | 4% | 8% | 1% | 1% | 4 | i | 11 | . | 7%
Cc1ccc(S(=O)(=O)N2CCN(C(=O)CCC(=O)OCC(=O)Nc3cccc(C#N)c3)CC2)cc1 | -18% | -8% | -13% | 1% | 0 | i | 0 | . | 0%
CCCCN(CC)CCCNC(=O)c1cc2c(=O)n(C)c3ccccc3c2n1C | 1% | 10% | -2% | 14% | 8 | i | 10 | . | 8% | Spn PMK inh pilot replicates=2.5;MK inhibit pilot replicates=0.0;Spn DPM-DC inh pilot screen %=4.0
O=C1CCCC2=C1C1(CCCCC1)N=C(Nc1nc3ccccc3s1)N2 | 4% | -8% | 1% | 7% | 7 | i | 14 | 1% | 4%
c1cncc(-c2nc(N3CCCCCC3)c3ccccc3n2)c1 | . | . | -6% | 8% | 11 | i | 7 | -6% | -13%
O=C1c2ccccc2C(=O)N1OCc1ccccc1 | 4% | -8% | -9% | 10% | 2 | i | 0 | 13% | -10% | Spn PMK inh pilot replicates=5.5;MK inhibit pilot replicates=0.0;Spn DPM-DC inh pilot screen %=2.0
Nc1nc2n(n1)C(c1ccco1)CC(c1ccc(Cl)cc1)N2 (stereo not drawn) | -13% | -8% | -4% | 5% | 0 | i | 0 | 2% | 2%
CC1CN(C(=O)c2ccccc2C(=O)c2ncc[nH]2)CC(C)O1 (stereo not drawn) | -16% | -9% | -7% | 2% | 0 | i | 1 | -6% | 3%
O=C(NC1CCCCC1)N1CCN(C2CCCCC2)CC1 | 1% | -5% | -7% | 8% | 0 | i | 6 | -3% | 1%
COC(=O)[C@H](C)NC(=O)NC1CCCc2ccccc21 (stereo partly drawn) | -8% | 14% | -6% | 7% | 5 | i | 10 | . | 3%
COc1ccc(N(CC(=O)Nc2ccc(C)cn2)S(=O)(=O)c2c(C)noc2C)cc1 | 1% | -12% | -5% | 4% | 14 | i | 10 | 13% | 6%
O=C(CCC(=O)N1CCN(C2CCCC2)CC1)Nc1nnc(C(F)(F)F)s1 | . | . | -5% | 8% | 0 | i | 5 | 14% | 2%
c1coc(-c2nnc3sc(C4CCCCC4)nn23)c1 | 2% | -2% | 2% | 13% | 8 | i | 0 | -2% | -11%
CC(=O)[C@@]1(O)CC[C@H]2[C@@H]3CCC4=CC(=O)CC[C@]4(C)[C@H]3[C@@H](O)C[C@@]21C | 14% | -4% | 3% | 13% | 6 | i | 4 | 17% | -3% | Spn PMK inh pilot replicates=4.0;MK inhibit pilot replicates=3.0;Spn DPM-DC inh pilot screen %=0.0
COc1ccc(CCC(=O)N2c3ccccc3CC2C)cc1 (stereo not drawn) | -4% | -6% | -5% | 3% | 0 | i | 6 | 13% | -3%
CCOc1ccccc1C(=O)NC(C(=O)Nc1ccccc1N1CCOCC1)C(C)C (stereo not drawn) | -8% | 3% | -1% | 1% | 6 | i | 2 | 17% | 0%
CCOC(=O)C(C(=O)OCC)C1N=C(N)N=C2Oc3ccccc3N21 (stereo not drawn) | -1% | 2% | 4% | 3% | 14 | i | 0 | -3% | 2%
O=c1c(C/C=C/c2ccccc2)c(O)nc2n1CCCS2 | 15% | -8% | 3% | 8% | 6 | i | 7 | . | -12%
COCCN(CC(=O)Nc1ccc(F)cc1)S(=O)(=O)c1ccc(S(=O)(=O)N2CCCC2)cc1 | -6% | 3% | 2% | 6% | 3 | i | 2 | 8% | -11%
